RAD54 inh – blocks human RAD54 Holliday junction branch migration; FAM/BHQ fluorescence; 360,000 tested, 0.14% active; AID 602329; inhibition, % at 10.4 µM;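 active means mean normalized replicate activity at least 40 and at least half of replicates scoring 40 or more; inconclusive means only one of the two criteria met; inactive means mean below 40 and under half of replicates reaching 40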;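 further: 0% = median of neutral control wells and 100% = median of positive control wells; inhibitors cause a drop in the FAM fluorescence signal; in these data hits start at about 50%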
Casp6 inh – blocks human caspase-6 cleavage activity; P55212; purified caspase-6, Z-VEID-R110 cleavage fluorescence; inhibition, % at 12.5 µM; 350,000 tested, 0.53% active;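 active means mean inhibition across replicates at least about 35%, with every replicate also reaching that limit, limit read from the data; inconclusive means only one of the two criteria met; inactive means neither criterion met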;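 further: 0% = median of neutral control wells and 100% = no fluorescence left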
Target sequence (P55212 24-179 limits assumed): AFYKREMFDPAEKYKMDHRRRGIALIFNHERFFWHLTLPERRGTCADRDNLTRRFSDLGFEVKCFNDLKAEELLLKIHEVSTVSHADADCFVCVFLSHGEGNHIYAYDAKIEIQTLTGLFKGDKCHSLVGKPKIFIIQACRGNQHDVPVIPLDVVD
Target sequence (P55212 194-293 limits assumed): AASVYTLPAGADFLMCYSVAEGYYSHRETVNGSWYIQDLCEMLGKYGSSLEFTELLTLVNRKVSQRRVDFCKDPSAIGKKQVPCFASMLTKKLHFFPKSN
INS-1E GSIS act – GLuc luminescence reporter in INS-1E cells, primary screen for activators of glucose-dependent secretion of insulin; INS-1E GLuc reporter insulin secretion, 2-3 h; activation, % at 16.6 µM; 370,000 tested, 0.61% active;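 active means lowest replicate activation of at least 40%, so every replicate reaches that level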;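 further: 0% = median of neutral control wells and 100% = median of IBMX positive control wells; some compounds called inactive have numbers as strong as hits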
E-selectin induc – induces E-selectin expression in human endothelial cells | activation, % at 7.58 µM | HUVEC E-selectin immunofluorescence imaging; normalized: neutral wells 0, TNF-alpha wells 100 | 260,000 tested, 0.37% active | P16581;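 active means mean E-selectin-positive cell signal at least 10% of the positive control, reached in at least 60% of replicates, without over 20% cell loss; inconclusive means no rule given, readout overlaps actives, possibly toxicity-flagged; inactive means the rest, including those meeting only one limit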;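 further: in these data hits start at about 27%; measured in HUVEC primary endothelial cells; signal is the percent of cells scored E-selectin positive by PE staining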
Target sequence (P16581 whole entry, looked up): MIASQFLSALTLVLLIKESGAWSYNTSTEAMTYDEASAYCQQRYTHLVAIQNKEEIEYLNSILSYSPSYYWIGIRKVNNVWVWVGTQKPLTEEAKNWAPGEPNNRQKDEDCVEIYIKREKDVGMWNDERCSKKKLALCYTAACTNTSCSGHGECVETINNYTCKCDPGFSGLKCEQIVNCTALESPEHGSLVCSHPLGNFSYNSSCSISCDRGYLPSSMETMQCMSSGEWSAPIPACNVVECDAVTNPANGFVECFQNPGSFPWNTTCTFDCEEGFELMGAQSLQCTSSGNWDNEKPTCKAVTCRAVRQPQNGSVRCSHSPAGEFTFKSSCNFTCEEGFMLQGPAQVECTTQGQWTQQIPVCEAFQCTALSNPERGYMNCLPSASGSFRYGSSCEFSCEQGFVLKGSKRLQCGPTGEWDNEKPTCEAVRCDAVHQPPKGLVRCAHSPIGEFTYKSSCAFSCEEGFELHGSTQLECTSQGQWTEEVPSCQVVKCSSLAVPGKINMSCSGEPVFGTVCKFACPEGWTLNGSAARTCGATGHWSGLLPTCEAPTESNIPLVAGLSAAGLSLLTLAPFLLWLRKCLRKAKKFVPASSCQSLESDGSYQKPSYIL
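Test system: HUVEC | Signal: Immunofluorescence imaging | Read-out: Percent E-selectin-positive cells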
Xi reactivation – activators of X-chromosome reactivation in mouse fibroblasts | 360,000 tested, 0.055% active | XiGFP mouse fibroblasts, % GFP-positive cells imaging, 3 d; cells co-treated with 5-aza-dC sensitizer; scaled so ellipticine positive control = 100% | activation, % at 7.58 µM;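 active means mean normalized replicate activation at least 10% and every replicate at or above 10%; inconclusive means only one of the two criteria met; inactive means mean below 10% and not all replicates reach 10%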;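 further: 0% = median of on-plate neutral control wells and 100% = ellipticine 6 µM median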
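assay system = SV40-immortalized XiGFP fibroblast cells, line 68-5-11 | buffer or medium = DMEM plus 5-aza-dC sensitizer | doses = single-point pinned compound dosing | times = 3-day compound exposure, then 15 min fixation at room temperature | benchmarks = positive control ellipticine, 6 µM final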
F508del corr – correctors of CFTR F508del function in bronchial epithelial cells; CFBE cells, YFP halide quenching; stimulated with forskolin plus potentiator P3; % fluorescence drop versus neutral controls; activity (quench increase), % at 7.58 µM; 350,000 tested, 0.36% active; AID 720511;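 active means mean added fluorescence quench of at least 8% versus neutral control, with both replicates also reaching 8%; inconclusive means only one of the mean or replicate conditions met; inactive means mean below 8% and not both replicates reaching 8%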;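 further: cells transiently co-express mutant CFTR-F508del with the halide-sensitive YFP; corrector assay measuring rescue of mutant channel to the surface after 24 h compound exposure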
DENV2 CPE rescue – DENV2-induced cell death inhibition; DENV2-infected cells, cytopathic effect rescue, plate reader; CPE inhibition, % at 9.99 µM; 350,000 tested, 1.7% active; AID 651640; in the data active means CPE inhibition above about 20%, passing the limit was not always enough; inconclusive means no clear call, values can overlap the other calls; tested in BHK-21 cells;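 further: 0% = median of neutral control wells and 100% = median of positive control wells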
RAD52 anneal inh – RAD52 (human) annealing inhibition; P43351; recombinant RAD52 DNA annealing, FRET fluorescence; inhibition, % at 18.7 µM; 360,000 tested, 0.46% active;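 active means every replicate showing at least 50% inhibition; inconclusive means mean inhibition at least 50% but not in every replicate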
* marks the source's active call; other numbers are inactive results.

COc1cccc(C(=O)N2C[C@@H]3[C@H](c4ccccc42)[C@H](CO)N3Cc2ccccc2Cl)c1 was read as RAD54 inh -1, INS-1E GSIS act -8, E-selectin induc 0.1, Xi reactivation 0.0, F508del corr 1.2, DENV2 CPE rescue 1 and RAD52 anneal inh -3.
CC1CC(OCC(O)CN2CCOCC2)CC(C)(C)C1 (centres undefined) was read as RAD54 inh 6, Casp6 inh 2, INS-1E GSIS act 10, E-selectin induc 0.5, Xi reactivation 0.1, DENV2 CPE rescue -3 and RAD52 anneal inh 1.
`O=C(CCc1ccccc1)Nc1sc2c(c1C(=O)O)CCCC2` gave RAD54 inh -19, Casp6 inh -8, INS-1E GSIS act -7, E-selectin induc -0.1, Xi reactivation 0.1, F508del corr -0.3, DENV2 CPE rescue -2 and RAD52 anneal inh -17.
`C[C@H](CO)N1C[C@H](C)[C@@H](CN(C)Cc2cncnc2)Oc2cc(C3=CCCC3)ccc2S1(=O)=O` gave RAD54 inh -4, Casp6 inh -1, INS-1E GSIS act -2, E-selectin induc -0.5, Xi reactivation -0.8, F508del corr -1.6, DENV2 CPE rescue -1 and RAD52 anneal inh -17.
COCCn1c(SCc2ccc(C)cc2)nc2c1c(=O)[nH]c(=O)n2C was read as RAD54 inh -2, Casp6 inh 2, INS-1E GSIS act 17, E-selectin induc -0.2, Xi reactivation 0.0, F508del corr 3.4, DENV2 CPE rescue 1 and RAD52 anneal inh -11.
`O=C(CC1Sc2ccccc2NC1=O)NNc1ccc(Cl)c(Cl)c1` (centres undefined) gave Casp6 inh 0, Xi reactivation 0.0, F508del corr 0.5, DENV2 CPE rescue 2 and RAD52 anneal inh 3.
For Cc1ccc(Cl)cc1N1CCN(S(=O)(=O)c2c(C)[nH]c(C)c2C(=O)N2CCCCC2)CC1 the results were RAD54 inh -8, Casp6 inh 4, INS-1E GSIS act -45, Xi reactivation 0.1, F508del corr -3.3, DENV2 CPE rescue 8 and RAD52 anneal inh -17.
Screening Cc1ccc(NCN2C(=O)c3ccccc3C2=O)c(C)n1 returned Casp6 inh -1, INS-1E GSIS act 3, E-selectin induc -0.1, Xi reactivation -0.2, F508del corr -2.7, DENV2 CPE rescue -9 and RAD52 anneal inh -17.
`COCC#Cc1ccc([C@H]2[C@H]3CN(S(=O)(=O)c4ccccc4C)CCCCN3[C@H]2CO)cc1` gave RAD54 inh -3, INS-1E GSIS act -26, E-selectin induc 0.0, Xi reactivation 0.1, F508del corr -0.7 and DENV2 CPE rescue -10.
Cc1cccc(C)c1NCC(=O)N1CCN(Cc2ccccc2)CC1 was read as RAD54 inh 5, Casp6 inh -2, INS-1E GSIS act 3, E-selectin induc 0.0, Xi reactivation 0.0, F508del corr -1.4, DENV2 CPE rescue -2 and RAD52 anneal inh -12.
CCN(CC)CCSc1nc(O)c(Cc2ccccc2)c(=O)n1-c1ccccc1 was read as Casp6 inh 0, INS-1E GSIS act 11, Xi reactivation 0.1, F508del corr 1.5, DENV2 CPE rescue 4 and RAD52 anneal inh -27.
`C[C@@H](NC(=O)C[C@H]1C=C[C@@H](NC(=O)Cc2ccccn2)[C@H](CO)O1)c1ccccc1` gave RAD54 inh 6, Casp6 inh -1, INS-1E GSIS act 13, E-selectin induc 0.1, Xi reactivation 0.0, F508del corr 0.3, DENV2 CPE rescue 4 and RAD52 anneal inh -8.
C[C@@H]1CN([C@H](C)CO)C(=O)c2cc(NC(=O)Cc3ccccc3)ccc2O[C@@H]1CN(C)S(=O)(=O)c1ccccc1 was read as RAD54 inh -1, Casp6 inh 5, INS-1E GSIS act -11, E-selectin induc -0.2, Xi reactivation 0.0, F508del corr 0.3, DENV2 CPE rescue -10 and RAD52 anneal inh -9.
COc1ccc(-c2nc(CCNC(=O)c3cccs3)cs2)cc1 was read as RAD54 inh -5, Casp6 inh 1, INS-1E GSIS act -45, Xi reactivation 0.0, F508del corr -0.7, DENV2 CPE rescue -7 and RAD52 anneal inh -11.
Screening COc1cc2cc(C(=O)O)[nH]c2c(OC)c1OC returned RAD54 inh 2, Casp6 inh 0, INS-1E GSIS act -1, F508del corr 0.3, DENV2 CPE rescue 9 and RAD52 anneal inh -5.
`C/C(CCC1CC(C)OC1=O)=N\NC(N)=S` (centres undefined) gave Casp6 inh 0, INS-1E GSIS act 37, E-selectin induc 0.6, Xi reactivation 0.0, F508del corr -0.2, DENV2 CPE rescue 5 and RAD52 anneal inh -8.
Screening CCN1CCN(C(=O)/C=C/c2ccc(C)cc2)CC1 returned RAD54 inh -5, Casp6 inh -1, INS-1E GSIS act -3, E-selectin induc -0.1, Xi reactivation 0.5, F508del corr -4.1, DENV2 CPE rescue -5 and RAD52 anneal inh -11.
CC(=O)N1CCN(C(=O)CNC(=O)c2cccs2)CC1 was read as RAD54 inh -2, Casp6 inh -1, INS-1E GSIS act 13, Xi reactivation -0.1, F508del corr 2.2, DENV2 CPE rescue inconclusive and RAD52 anneal inh -7.
Screening COc1ccc(N2C(=O)CC(Sc3n[nH]c(-c4ccccc4)n3)C2=O)cc1 (centres undefined) returned RAD54 inh 5, Casp6 inh -1, INS-1E GSIS act -22, E-selectin induc 2.4, Xi reactivation 0.2, F508del corr -1.8, DENV2 CPE rescue 0 and RAD52 anneal inh -6.
Screening COc1cc2[nH]c(C(=O)N3CCN(C)CC3)cc2c(OC)c1OC returned RAD54 inh 0, Casp6 inh -3, INS-1E GSIS act 18, Xi reactivation 0.1, F508del corr -1.6, DENV2 CPE rescue -1 and RAD52 anneal inh -14.

Reprinted from above (four entries):
COc1cccc(C(=O)N2C[C@@H]3[C@H](c4ccccc42)[C@H](CO)N3Cc2ccccc2Cl)c1 was read as RAD54 inh -1, INS-1E GSIS act -8, E-selectin induc 0.1, Xi reactivation 0.0, F508del corr 1.2, DENV2 CPE rescue 1 and RAD52 anneal inh -3.
CC1CC(OCC(O)CN2CCOCC2)CC(C)(C)C1 (centres undefined) was read as RAD54 inh 6, Casp6 inh 2, INS-1E GSIS act 10, E-selectin induc 0.5, Xi reactivation 0.1, DENV2 CPE rescue -3 and RAD52 anneal inh 1.
`O=C(CCc1ccccc1)Nc1sc2c(c1C(=O)O)CCCC2` gave RAD54 inh -19, Casp6 inh -8, INS-1E GSIS act -7, E-selectin induc -0.1, Xi reactivation 0.1, F508del corr -0.3, DENV2 CPE rescue -2 and RAD52 anneal inh -17.
`C[C@H](CO)N1C[C@H](C)[C@@H](CN(C)Cc2cncnc2)Oc2cc(C3=CCCC3)ccc2S1(=O)=O` gave RAD54 inh -4, Casp6 inh -1, INS-1E GSIS act -2, E-selectin induc -0.5, Xi reactivation -0.8, F508del corr -1.6, DENV2 CPE rescue -1 and RAD52 anneal inh -17.

(listing goes on)
Cc1onc(-c2ccccc2Cl)c1C(=O)OCC(=O)c1ccc[nH]1 was read as RAD54 inh -11, Casp6 inh -2, INS-1E GSIS act -8, E-selectin induc -2.1, Xi reactivation 0.0, F508del corr -1.9, DENV2 CPE rescue inconclusive and RAD52 anneal inh -10.
For CCc1nc(SC)[nH]c(=O)c1C the results were RAD54 inh 2, Casp6 inh 2, INS-1E GSIS act 18 and RAD52 anneal inh -2.
CCNC(=O)C[C@H]1CC[C@@H]2[C@H](COC[C@H](O)CN2S(=O)(=O)c2ccccc2F)O1 was read as RAD54 inh -23, Casp6 inh -101, INS-1E GSIS act 3, E-selectin induc 0.0, Xi reactivation 0.0, F508del corr 4.4, DENV2 CPE rescue 14 and RAD52 anneal inh 16.
For COc1ccc(NC(=O)c2c(C)noc2C)cc1S(=O)(=O)N1CCCCC1 the results were RAD54 inh -1, Casp6 inh 1, INS-1E GSIS act 4, E-selectin induc 4.6, Xi reactivation 0.0, F508del corr 0.4, DENV2 CPE rescue 3 and RAD52 anneal inh -10.
CCCN(C)C[C@H]1Oc2ncc(C#CC3CC3)cc2C(=O)N([C@H](C)CO)C[C@@H]1C was read as INS-1E GSIS act -6, E-selectin induc 0.1, Xi reactivation -0.4 and F508del corr 1.1.
`C[C@@H]1ON(C)[C@H]2C[C@H]3c4cc(N5CCOCC5)ccc4CCN3C[C@@H]12` gave Casp6 inh -4, INS-1E GSIS act 14, E-selectin induc 0.6, Xi reactivation 0.5, F508del corr -2.4, DENV2 CPE rescue -2 and RAD52 anneal inh -4.
`C[C@H]1CN([C@@H](C)CO)C(=O)c2cccc(NC(=O)Nc3ccc4c(c3)OCO4)c2O[C@H]1CN(C)S(=O)(=O)c1ccc(Cl)cc1` gave RAD54 inh -28, Casp6 inh -1, INS-1E GSIS act -4, E-selectin induc -0.3, Xi reactivation -0.1, F508del corr -2.8, DENV2 CPE rescue 1 and RAD52 anneal inh 19.
Screening CCN(CC)c1ccc(/C=N/n2c(=S)[nH]nc(C)c2=O)cc1 returned RAD54 inh -4, Casp6 inh 4, INS-1E GSIS act -13 and RAD52 anneal inh -15.
Cc1cc(F)ccc1NC(=O)C1CCN(S(=O)(=O)c2ccc3c(c2)CCCC(=O)N3)CC1 was read as RAD54 inh 2, Casp6 inh 1, INS-1E GSIS act 3, Xi reactivation 0.5, F508del corr -0.1, DENV2 CPE rescue 8 and RAD52 anneal inh -8.
CC(=O)OCC1=C(C(=O)O)N2C(=O)C(NC(=O)COc3ccc(F)cc3)C2SC1 (centres undefined) was read as RAD54 inh 1, Casp6 inh 26, INS-1E GSIS act -2, E-selectin induc -0.1, Xi reactivation 0.0, F508del corr -2.1, DENV2 CPE rescue -6 and RAD52 anneal inh -26.
Cc1ccc(S(=O)(=O)Nc2cc(S(=O)(=O)N3CCOCC3)ccc2NCC2CCCO2)cc1 (centres undefined) was read as RAD54 inh -11, Casp6 inh 2, INS-1E GSIS act 0, Xi reactivation 5.1, F508del corr 0.1, DENV2 CPE rescue 4 and RAD52 anneal inh -15.
Screening CSCCC(NS(=O)(=O)c1ccc2c(c1)c(=O)n(C)c(=O)n2C)C(=O)NC1CCN(Cc2ccccc2)CC1 (centres undefined) returned RAD54 inh -2, Casp6 inh 23, INS-1E GSIS act 15, E-selectin induc 0.2, Xi reactivation 0.0, F508del corr -1.4, DENV2 CPE rescue inconclusive and RAD52 anneal inh -3.
For Cc1ccc(S(=O)(=O)Nc2ccccc2N(C)S(=O)(=O)c2ccc(C)cc2)cc1 the results were RAD54 inh 1, Casp6 inh 9, INS-1E GSIS act -20, E-selectin induc -0.1, Xi reactivation -0.1, F508del corr -4.6, DENV2 CPE rescue inconclusive and RAD52 anneal inh -9.
Screening C[C@H](CO)N1C[C@H](C)[C@H](CN(C)S(=O)(=O)c2ccc(F)cc2)Oc2c(NC(=O)Nc3ccc(F)cc3)cccc2C1=O returned RAD54 inh 4, INS-1E GSIS act -5, E-selectin induc -0.2, Xi reactivation 5.8, F508del corr -0.9, DENV2 CPE rescue -6 and RAD52 anneal inh 18.
For O=C(Nc1cc(Cl)cc(Cl)c1)N1CCN(C(=O)C2CCCO2)CC1 (centres undefined) the results were RAD54 inh 0, Casp6 inh -2, INS-1E GSIS act 4, E-selectin induc 0.2, Xi reactivation 0.3, F508del corr -2.0, DENV2 CPE rescue -5 and RAD52 anneal inh -5.
